Assay outcomes from PubChem BioAssay.
697 NFkB inh: lowers PMA/ionomycin-induced NF-kB signal in 697 B cells; 0.33% of 330,000 active; inhibition, % at 4 µM; 697 B-cell NF-kB luciferase reporter, 16 h; AID 435022; in the data active = inhibition above about 35%
XBP1 UPR activ: adaptive UPR (XBP1) activation; CHO-XBP1 luciferase reporter, IRE1-XBP1 UPR activation, luminescence; percent of tunicamycin response, DMSO as zero; activation, % at 20 µM; 0.33% of 330,000 active; AID 463104;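 active = versus positive control, 20 µM dose yields 30% or more activation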;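 note: 100% = tunicamycin at 10 µg/mL and 0% = DMSO only wells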
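Material: CHO cell line with stable XBP1 luciferase reporter; schedule: 16-18 h cell attachment at 37 °C, then 6 h compound exposure; signal: glow luminescence from Steady-Glo reagent; medium: serum-containing F12 medium, 10% FBS; benchmarks: tunicamycin 10 µg/mL and vehicle-only wells; read-out: percent activation relative to tunicamycin reference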
CCR6 antag: blocks CCL20-driven beta-arrestin recruitment at human CCR6; P51684; CHO-K1 CCR6 PathHunter beta-arrestin, luminescence, CCL20-stimulated; inhibition, % at 20 µM; 0.49% of 340,000 active; AID 493098;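 active = compounds whose inhibition of the agonist-driven luminescence signal at 20 µM reaches about 50%, limit read from the data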;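 note: cells stimulated with CCL20 at 14 nM final; plate controls were DMSO with CCL20 for no effect and DMSO without agonist for full effect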
Target sequence (P51684 whole entry, looked up): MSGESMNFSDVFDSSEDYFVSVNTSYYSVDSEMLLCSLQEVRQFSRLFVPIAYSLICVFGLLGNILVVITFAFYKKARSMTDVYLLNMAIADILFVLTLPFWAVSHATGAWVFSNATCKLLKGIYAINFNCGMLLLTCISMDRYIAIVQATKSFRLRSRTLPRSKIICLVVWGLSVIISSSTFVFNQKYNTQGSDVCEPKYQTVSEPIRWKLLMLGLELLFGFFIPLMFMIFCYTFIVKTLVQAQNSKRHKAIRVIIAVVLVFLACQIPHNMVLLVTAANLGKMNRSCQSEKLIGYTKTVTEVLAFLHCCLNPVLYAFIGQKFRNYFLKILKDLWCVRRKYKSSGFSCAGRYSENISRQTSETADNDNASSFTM
EBI2 antag: blocks human EBI2 receptor beta-arrestin signaling. P32249. EBI2 beta-arrestin recruitment, luminescence, 7a,25-OHC stimulated. inhibition, % at 5 µM. 0.81% of 360,000 active. AID 651636; in the data active = inhibition above about 38%;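 note: enzyme fragment complementation signal reports receptor beta-arrestin coupling in cells; 0% = agonist plus DMSO wells and 100% = wells without agonist; some results beyond the cut were filed as inactive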
Target sequence (P32249 whole entry, looked up, the tested form may be a part): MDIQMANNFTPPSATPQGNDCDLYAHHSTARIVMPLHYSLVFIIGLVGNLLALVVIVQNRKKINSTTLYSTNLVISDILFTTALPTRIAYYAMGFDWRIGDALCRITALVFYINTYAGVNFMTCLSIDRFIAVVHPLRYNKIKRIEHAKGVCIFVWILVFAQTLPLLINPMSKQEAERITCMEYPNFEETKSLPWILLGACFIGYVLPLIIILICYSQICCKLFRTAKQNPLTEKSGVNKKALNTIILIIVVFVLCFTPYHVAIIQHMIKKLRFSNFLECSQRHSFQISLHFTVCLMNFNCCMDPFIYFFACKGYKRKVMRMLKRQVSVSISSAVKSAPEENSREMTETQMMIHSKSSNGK
Gli-Sufu antag: Gli-Sufu pathway antagonism | 0.74% of 340,000 active | Sufu-KO-LIGHT fibroblasts, Gli luciferase reporter luminescence | inhibition, % at 5 µM;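 active = inhibition above about 55%, limit read from the data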;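 note: 0% = DMSO-treated cells and 100% = wells with medium but no cells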
Mdm2 MdmX PPI: disrupts the human Mdm2-MdmX interaction; O15151+Q00987; SaOS-2 split-luciferase Mdm2/MdmX complementation, luminescence; 3% of 330,000 active; AID 485346; inhibition, % at 8 µM;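 active = inhibition of at least 50% at 8 µM in the primary screen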
CXCR6 inh: CXCR6 (human) receptor inhibition; CHO-K1 PathHunter CXCR6 beta-arrestin, luminescence; inhibition, % at 20 µM; 0.36% of 360,000 active; AID 602244; in the data active = inhibition above about 34%, passing the limit was not always enough;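 note: antagonist mode with CXCL16 agonist at 10 nM final; 0% = 10 nM CXCL16 with DMSO and 100% = unstimulated wells without agonist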
Target sequence (O00574 whole entry, looked up): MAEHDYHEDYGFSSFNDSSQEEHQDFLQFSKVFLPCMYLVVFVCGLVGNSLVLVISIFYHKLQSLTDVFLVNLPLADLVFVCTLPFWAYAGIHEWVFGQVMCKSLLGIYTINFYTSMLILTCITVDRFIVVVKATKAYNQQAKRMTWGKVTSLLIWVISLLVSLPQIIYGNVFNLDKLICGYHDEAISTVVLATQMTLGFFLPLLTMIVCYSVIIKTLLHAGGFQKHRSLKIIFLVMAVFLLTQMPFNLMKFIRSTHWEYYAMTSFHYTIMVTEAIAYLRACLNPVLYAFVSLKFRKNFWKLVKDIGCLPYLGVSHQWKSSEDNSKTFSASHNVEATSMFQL
UPR CHOP act: activators of apoptotic arm of unfolded protein response (CHOP). 0.34% of 330,000 active. activation, % at 10 µM. CHO-CHOP luciferase reporter, UPR activation, luminescence; percent of tunicamycin response over DMSO baseline;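 active = at 10 µM dose, activation of 40% or more, normalized to positive control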;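 note: 100% = tunicamycin at 10 µg/mL and 0% = DMSO alone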
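Test system: CHO CHOP reporter cells. Input: 500 CHO-CHOP cells per well. Medium: F12 with 10% FBS. Technique: luciferase luminescence. Measure: percent activation relative to tunicamycin control. Dosing: 10 µM compound, 0.5% DMSO. Timing: 16-18 h cell attachment, then 6 h compound exposure, 37 °C.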
Jurkat NFkB inh: lowers PMA/ionomycin-induced NF-kB signal in Jurkat cells; inhibition, % at 4 µM; PMA/ionomycin-induced NF-kB luciferase reporter, luminescence; 0.53% of 330,000 active; AID 435003; in the data active = inhibition above about 50%
Starred values were filed as active, the others as inactive; x = no result given; & = joins results of further samples.

SMILES	697 NFkB inh	XBP1 UPR activ	CCR6 antag	EBI2 antag	Gli-Sufu antag	Mdm2 MdmX PPI	CXCR6 inh	UPR CHOP act	Jurkat NFkB inh
CC(C)n1c(SCC(=O)Nc2ccc(F)cc2)nnc1C1CC1	26	-6	11	-16	-16	11	9	0.7	0
O=C(Nc1ccccc1C(=O)NC1CC1)c1ccccc1	0	-2	6	14	-23	22	-1	0.2	-2
O=C(NCCc1cccc(Cl)c1)c1cccc(-n2cnnn2)c1	8	0	15	1	-1	13	-2	2.9	2
CC1(C)CC(=O)c2cnc(NCc3ccco3)nc2C1	-3	0	-6	2	-6	9	-2	1.1	-5
O=C(NCCc1ccccc1)c1c(F)c(F)c(F)c(F)c1F	11	1	1	-16	3	12	-9	3.4	-12
CCNc1c(NS(=O)(=O)c2ccc([N+](=O)[O-])cc2)c(=O)oc2ccccc12	-14	0	-3	-18	-10	16	-13	-1.8	-14
COCCNC(=O)CN(C(=O)CCC(=O)Nc1nccs1)c1ccc2c(c1)OCO2	6	-1	10	9	3	4	11	3.6	-6
O=C(NCC1CCCO1)c1ccc(NC(=O)C2C3C=CC(C3)C2C(=O)O)cc1 (configuration not stated)	8	-1	-4	1	4	15	5	-0.7	7
Cc1cccc2c(C(=O)N3CCN(c4ccccc4)CC3)cc(-c3ccncc3)nc12	8	19	4	47*	20	57*	0	-0.9	60*
COc1ccc(S(=O)(=O)NC(C(C)C)C(C)C)cc1OC	13	-3	17	-6	3	8	1	0.4	5
Cn1c(Cn2c(=O)sc3ccccc32)nnc1SCC(=O)NCc1ccco1	19	-1	-1	0	11	-9	-3	-1.4	9
COCCN1C(=O)c2ccccc2C(C(=O)NCc2ccco2)C1c1c[nH]c2ccccc12 (configuration not stated)	-9	-2	-2	-2	-1	-6	1	2.1	-4
O=C(Nn1cnnc1)C1Cc2ccccc2CN1S(=O)(=O)c1ccc(F)cc1 (configuration not stated)	10	0	3	-15	8	15	0	0.2	18
CS(=O)(=O)Cc1ccc(C(=O)NC2CCSc3ccccc32)cc1 (configuration not stated)	3	1	3	0	20	-8	0	1.1	3
Fc1ccc(COc2ccccc2CNCc2ccncc2)cc1	-14	-1	-3	-7	8	35	1	1.4	1
CCNC(=S)N1CCC(C(N)=O)CC1	9	-4	-6	-8	2	2	9	-0.9	-6
Cc1ccc(-c2nnn(CC(=O)N(CC(=O)NC3CCCCC3)c3cnc4ccccc4c3)n2)o1	8	-4	11	11	-6	-6	16	0.2	21
Cc1ccc(C(O)CN2C3=NCCN3c3ccccc32)cc1 (configuration not stated)	-3	-2	6	6	1	32	11	3.4	20
CCOC(=O)C1=CNS(=O)(=O)NC1c1ccccc1 (configuration not stated)	14	1	10	-8	1	5	-8	2.1	x
O=C(NNC(=O)c1ccc[nH]1)Nc1cccc(C(F)(F)F)c1	11	-1	2	-26	-1	-21	-16	12	20
Cc1ccc(NC(=O)COc2ccccc2)cc1S(=O)(=O)N1CCCCCC1	-21	-4	14	12	-3	11	-1	1.5	-6
COc1ccc(-c2cc(C(=O)Nc3sc4c(c3C#N)CCCC4)c3ccccc3n2)cc1OC	1	0	27	11	-2	39	14	-1.4	6
N#Cc1cc2c(nc1SCC(=O)O)CCCC2	-33	2	-5	2	3	-6	2	1.1	-13
C/C(=N\NC(=O)Cc1c(C)[nH][nH]c1=O)c1cccc(Br)c1	25	-1	1	-1	-1	-30	1	1.1	12
CCOc1cccc2sc(N(CCN(C)C)C(=O)c3cc4ccccc4cc3OC)nc12	-48	-1	33	-9	11	69*	-1	1.0	-24

Six compounds out of the list, sorted by formula weight, lowest first.
SMILES	697 NFkB inh	XBP1 UPR activ	CCR6 antag	EBI2 antag	Gli-Sufu antag	Mdm2 MdmX PPI	CXCR6 inh	UPR CHOP act	Jurkat NFkB inh
CC1(C)CC(=O)c2cnc(NCc3ccco3)nc2C1	-3	0	-6	2	-6	9	-2	1.1	-5
COc1ccc(S(=O)(=O)NC(C(C)C)C(C)C)cc1OC	13	-3	17	-6	3	8	1	0.4	5
O=C(NCCc1cccc(Cl)c1)c1cccc(-n2cnnn2)c1	8	0	15	1	-1	13	-2	2.9	2
CCNc1c(NS(=O)(=O)c2ccc([N+](=O)[O-])cc2)c(=O)oc2ccccc12	-14	0	-3	-18	-10	16	-13	-1.8	-14
O=C(Nn1cnnc1)C1Cc2ccccc2CN1S(=O)(=O)c1ccc(F)cc1 (configuration not stated)	10	0	3	-15	8	15	0	0.2	18
CCOc1cccc2sc(N(CCN(C)C)C(=O)c3cc4ccccc4cc3OC)nc12	-48	-1	33	-9	11	69*	-1	1.0	-24

(more compounds)
SMILES	697 NFkB inh	XBP1 UPR activ	CCR6 antag	EBI2 antag	Gli-Sufu antag	Mdm2 MdmX PPI	CXCR6 inh	UPR CHOP act	Jurkat NFkB inh
Cc1c(CCO)c(=O)[nH]n1C(=O)c1c(F)cccc1F	-18	3	-4	-16	7	39	1	-1.5	-4
CCCC(=O)N(CCN1CCOCC1)c1nc2c(C)ccc(C)c2s1	7	-6	-1	0	-6	17	-4	-0.4	7
c1ccc(-c2nnc(Cn3c4ccccc4c4nc5ccccc5nc43)o2)cc1	x	x	-18	6	7	x	3	x	x
CC1=C/C(=N\N=C2\NC(=O)C(CC(=O)Nc3ccccc3)S2)CC(C)(C)C1 (configuration not stated)	0	2	-4	3	-6	20	-3	-1.9	2
CCN(CC(=O)Nc1cc(Cl)ccc1C)C(=O)CCOc1ccc(C)cc1	11	-4	10	-5	7	21	0	0.8	4
CCCc1cc(=O)c2c(O)cccc2o1	7	3	5	-7	-6	5	-9	1.5	6
Cc1ccc(CN2C(=O)CSc3ccc(C(=O)NCCN4CCOCC4)cc32)cc1	12	-2	9	3	4	17	-5	-0.9	3
COc1ccccc1C1CC(c2ccccc2)=NN1C(=O)c1ccccc1 (configuration not stated)	14	-3	20	6	-21	22	13	0.2	2
O=C(NCc1ccccc1)c1onc(CSc2ccccc2)c1C(=O)NCC1CC1	0	-2	22	26	12	55*	15	4.2	-2
Nc1c(Cl)cc(Cl)cc1C(=O)OCC(=O)N1CCCC1	4	-2	-6	5	3	-1	-4	-0.9	-11
O=c1[nH]c(SCc2ccc(Cl)cc2)nc2ccsc12	-32	-3	20	x	10	-38	x	3.7	-6
O=[N+]([O-])c1ccc(Oc2cccc(F)c2)c2ccncc12	14	0	-3	-14	8	58*	-10	-2.0	-3
O=C(NCCO)c1ccc2c(c1)S(=O)(=O)c1ccccc1C2=O	21	3	-14	-11	-2	5	-13	-1.0	-9
COC(=O)C(Cc1ccc(OC(=O)c2ccc(C(F)(F)F)cc2)cc1)N1Cc2ccccc2C1=O (configuration not stated)	-61	2	-7	17	-52	-7	-1	15	-14
CCc1nc(C)c(C(=O)N2CCCC(C(=O)Nc3cccc(-c4cccc(C)c4)c3)C2)o1 (configuration not stated)	-42	-3	2	5	-1	-14	-1	3.1	-20
O=C(c1cc(-c2ccc(Cl)s2)nc2ccccc12)N1CCCC1	17	1	11	4	-1	10	1	0.4	-4
CN(C)S(=O)(=O)c1ccc(Cl)c(C(=O)NNC(=O)Cc2nc3ccccc3n2C)c1	16	1	9	-2	-2	13	-8	0.0	-3
CN(C)CCC(c1ccccc1)c1ccccn1 (configuration not stated)	-4	-4	-6&4&11	1&-9&0	9&3&14	-4	-4&0&7	0.0	3
Cc1nn(C)cc1CN1CCC(CO)(CCOc2ccccc2)CC1	43*	-2	10	-8	5	26	2	-1.2	-3
CCOc1ccc(Br)cc1S(=O)(=O)NC1CC(C)(C)NC(C)(C)C1	6	3	4	-2	4	-2	0	-1.7	-5
COc1ccc(C(=O)Nc2ccnn2C2CCN(C(C)CSC)CC2)cc1 (configuration not stated)	-1	0	-1	0	33	18	1	2.1	-4
CC1CCN(c2nc(/C=C/c3ccccc3)nc3ccccc23)CC1	-40	0	17	4	-4	-14	-6	1.9	-18
C#CCNC(=O)C(C)c1ncc(C(F)(F)F)cc1Cl (configuration not stated)	7	-1	10	-1	43	23	-2	-1.0	-6
N/C(=N\OC(=O)C(c1ccccc1)c1ccccc1)c1ccccn1	-8	-3	-11	0	6	77*	1	0.2	0
CCOc1ccccc1-c1nc(-c2ccc(C)nc2OC)no1	-91	8	1	20	-60	-142	-4	5.9	-70
SMILES	697 NFkB inh	XBP1 UPR activ	CCR6 antag	EBI2 antag	Gli-Sufu antag	Mdm2 MdmX PPI	CXCR6 inh	UPR CHOP act	Jurkat NFkB inh
Cc1ccc(C)c(NC(=S)NC2CC3CCCC(C2)N3CC(C)C)c1 (configuration not stated)	10	-1	4	-3	-5	-4	-4	-2.8	-1
COc1cc2c(cc1OC)C1=NC(=O)CN1C(SCc1ccccc1C)=N2	16	4	23	10	26	29	15	4.2	7
Cc1cc(F)ccc1NC(=O)Cn1c(C)csc1=O	10	0	-12	-1	6	18	3	-1.4	-7
Cc1cc(NC(=O)CSc2nc3[nH]c(=O)cc(O)c3s2)ccc1Br	6	-2	2	-5	-3	9	6	0.4	-4
Cc1ccc(S(=O)(=O)N2CCC(=O)N(CCOC(=O)Nc3ccccc3C)CC2)cc1	11	-1	-4	5	-6	15	-1	1.1	4
Cc1ccc(NC(=S)N2CCN(C(=O)C3CCCO3)CC2)cc1 (configuration not stated)	4	1	6	-7	1	17	-2	1.2	-3
Cn1c(C(=O)O)cc2cc(F)ccc21	7	1	2	0	-1	21	0	-3.2	1
O=c1[nH]c(SCc2ccccc2)nc2c1sc1ccccc12	8	0	-4	10	19	-14	0	3.0	-8
CCOC(=O)C1=C(COC(=O)CCCOc2ccccc2)NC(=O)NC1C (configuration not stated)	-10	1	-2	-22	-7	-4	1	1.6	-5
Cc1ccc(S(=O)(=O)N2CCN(C(=O)COC(=O)CNC(=O)c3ccc(Cl)cc3Cl)CC2)cc1	-15	-2	7	-3	-2	13	-2	0.1	1
O=C(CN1CCN(C(c2ccccc2)c2ccccc2)CC1)N1CCN(c2ccccc2)CC1	-30	0	12	11	6	30	-11	-1.7	12
Cc1ccc(C)c(NC(=O)NCc2ccccn2)c1	-31	-5	1	-3	0	-3	-4	-0.4	-5
CCS(=O)(=O)CCSc1nc2c(cc1C#N)CCCC2	-27	3	11	10	-4	-16	-5	0.4	-14
Cc1cccc(-n2c(=O)[nH]c3c(C(N)=O)nc(-c4ccccc4Cl)nc32)c1	8	3	5	-4	13	2	2	1.9	7
O=c1nc2onnc2c(C=NO)[nH]1	x	x	4	-17	7	x	1	x	x
COc1ccc(C(=O)NC(=O)CSc2n[nH]c(N)n2)cc1	0	0	-4	0	4	-4	-9	0.0	5
CN(C(=O)c1cccc([N+](=O)[O-])c1)c1ccccc1C(=O)NCc1ccccc1	15	-1	2	-6	0	11	1	-0.8	20
CCCCNC(C(=O)Nc1cccc(S(=O)(=O)N2CCOCC2)c1)c1ccccc1 (configuration not stated)	2	-2	16	-11	5	5	-4	-1.2	3
C/C(CC(=O)Nc1ccccn1)=N\NC(=O)c1ccc(C)cc1	18	0	0	-8	1	-15	-8	2.2	1
Fc1cc2nc(-c3ccncc3)[nH]c2cc1F	-1	4	-10	-6	-22	8	-15	3.6	3
COc1ccccc1N1CCN(C2CCN(S(=O)(=O)c3ccc4ccccc4c3)CC2)CC1	2	-4	26	7	6	28	12	-0.3	9
